# 12-LOX inh: inhibitors of human 12S-lipoxygenase ALOX12. AID 1671190. 580,000 compounds, 1.1% hits. purified 12hLO, xylenol orange hydroperoxide absorbance. P18054. Potency, µM (titrated, usually from 108 µM), for inactives: top-dose activity change, negative = inhibition, actives largely listed as inhibitors; active means well fitted inhibition curve with a large enough effect; inconclusive means small, poorly fitted or top-dose-only effect, or another doubt; inactive means no such curve, though single readings can be large or run the other way
# Target sequence (P18054 whole entry, looked up): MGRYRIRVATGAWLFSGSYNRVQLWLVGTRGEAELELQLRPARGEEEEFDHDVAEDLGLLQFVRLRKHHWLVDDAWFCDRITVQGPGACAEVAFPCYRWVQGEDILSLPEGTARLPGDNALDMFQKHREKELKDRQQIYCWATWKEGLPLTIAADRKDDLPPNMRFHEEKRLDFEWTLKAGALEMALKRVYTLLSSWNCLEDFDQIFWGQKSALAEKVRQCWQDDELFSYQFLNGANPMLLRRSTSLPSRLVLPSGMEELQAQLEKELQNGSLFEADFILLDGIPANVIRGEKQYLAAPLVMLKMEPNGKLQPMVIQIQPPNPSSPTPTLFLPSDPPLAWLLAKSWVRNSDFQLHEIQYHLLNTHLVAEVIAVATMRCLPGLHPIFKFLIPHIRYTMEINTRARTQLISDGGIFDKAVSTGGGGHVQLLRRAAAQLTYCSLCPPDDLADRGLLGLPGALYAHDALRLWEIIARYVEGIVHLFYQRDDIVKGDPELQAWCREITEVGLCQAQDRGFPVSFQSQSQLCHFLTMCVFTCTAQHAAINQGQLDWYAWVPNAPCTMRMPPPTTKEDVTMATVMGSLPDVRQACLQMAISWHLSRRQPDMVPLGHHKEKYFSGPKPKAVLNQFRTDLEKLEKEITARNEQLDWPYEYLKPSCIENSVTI
#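 Purified human 12hLO at 150 nM in 25 mM Hepes, 0.01% Triton X-100, pH 7.0, preincubated 15 min at room temperature with compound. Reaction started with 40 uM arachidonic acid, 30 min at room temperature. Hydroperoxide measured by Fe-xylenol orange, 573/405 nm absorbance ratio.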
# * = called active by the depositor; ? = inconclusive; & = joins results of further samples; [ ] = dose if it differs, or a comment. On the % scale 0 is the no-effect control and ±100 the full control effect; potency means the concentration at half of the fitted maximal effect.
molecule	12-LOX inh
CN(C)CCCN(C)c1nccc(C2(c3ccccc3Cl)CCNCC2)n1	-19.8%
Cc1ccc(N(CCC#N)C(=O)CSc2cc(C)c3ccccc3n2)cc1	-8.5%
CC(C)CCNC(=O)C(NC(N)=O)C(C)C (stereo not given)	-27.9%
COc1ncccc1-c1cc(-c2ccccc2)nc2c(C)noc12	54.6%[176 µM]
CC(=O)N1CCN(CC[C@H]2CN(C(=O)Cc3ccccc3)CC[C@H]2CC(=O)O)CC1	1.0%[176 µM]
CC(=O)N1CCC(N[C@@H]2CO[C@H](CNC(=O)CC(C)(C)C)[C@H]2O)CC1	21.5%[176 µM]
O=C(NC1CCCC1)c1cc2n(n1)CC(c1ccc3c(c1)OCO3)OC2 (stereo not given)	5.2%
Cc1cccc(CNC(=O)C2c3ccccc3CC(=O)N2C(C)C)c1 (stereo not given)	11.5%
Cc1ccc(C)c(OCC(O)Cn2cnc3ncccc3c2=O)c1 (stereo not given)	32.3%[activator]
CCNC(=O)[C@@H]1C[C@H](N)CN1C(=O)[C@@H](C)c1ccc2cc(OC)ccc2c1	?
O=C(Cn1nc(C(=O)O)c2ccccc2c1=O)Nc1c(F)cccc1F	?
CC1(C(=O)Nc2nc(-c3c[nH]c4ccccc34)cs2)CC1(Cl)Cl (stereo not given)	35.2%[activator]
COc1ccc(CNC(=O)CC[C@H]2CNC(=O)[C@@H]3[C@@H](CCN3Cc3ccccc3)N2C)cc1	35.0%[activator]
CC#CC(CCCN(C)Cc1ccccc1)(c1ccccc1)c1ccccc1	?
C=C(C)COc1ccc2c(=O)c(Oc3ccccc3Br)c(C)oc2c1	-57.8%
Cn1c(=O)oc2cc(NC(=O)CCc3cc4n(n3)CCCNC4)ccc21	?
O=C(NCCN1CCCCC1)C(=O)Nc1cccc(N2CCCS2(=O)=O)c1	16.2%
COc1ccccc1Oc1ncccc1CNC1CCCC1	26.0%
Cc1nc(C)c(C(=O)N2CCC(c3nnc(Cn4ccnc4)n3C)CC2)o1	28.8%
O=S(=O)(c1ccccc1Br)N(Cc1cn(Cc2ccccc2)nn1)C1CC1	2.7%
O=C(Nc1ccc(Nc2ccccc2)cc1)c1cc[n+]([O-])cc1	-17.2%
CCn1c(SCC(=O)Nc2cccc(C(=O)O)c2)nnc1-c1cc2ccccc2o1	18.2%
Cc1nc(C)c(C(=O)N2CCC(N3C(=O)C4(CCCCC4)C3c3ccccc3)CC2)s1 (stereo not given)	-4.6%
COc1ccccc1CC(=O)NCc1nnc2cc(-c3nc(C4CC4)no3)ccn12	22.2%
NC(=O)c1ccc(NC(=O)Cn2ccc3cc(Cl)ccc32)cc1	-15.8%
COCCCNC(=O)CCCN1C(=O)COc2ccc(C(=O)COc3cccc(C)c3C)cc21	17.0%
COc1cccc(C(=O)N2C(C(=O)NC3CC3)COC23CCN(C(=O)c2ccc(F)cc2)CC3)c1 (stereo not given)	46.5%
COc1cccc(CN[C@@H]2CCC[C@@H](C(=O)NC3CCOCC3)CC(=O)N(C)C2)c1	71.3%[activator][176 µM]
O=C(Cc1n[nH]c(=O)c2ccccc12)OCC(=O)c1ccc(C2CCCCC2)cc1	-27.4%
CCn1c(CO)nnc1C1CC(NC(=O)c2cnn3cc(C)cnc23)C1 (stereo not given)	15.8%&4.1%
O=C(CSc1ncnc2nc[nH]c12)Nc1ccc(Oc2ccccc2)cc1	3.3%
Cc1ccc(CN2CCOC[C@H]2c2ncc(-c3cccc(F)c3)[nH]2)cc1	?
COc1cc(C2CC(=O)Nc3nc(N4CCCCC4)sc32)ccc1OCC(N)=O (stereo not given)	?
CC1CCC2(CC1)NC(=O)N(CC(=O)Nc1cc(F)cc(F)c1)C2=O (stereo not given)	?
Cc1ccc(NC(=O)c2cnc(NCc3ccc4c(c3)OCO4)nc2C)cc1C	18.9%
O=C(c1nnc(COc2ccc(F)c(F)c2)n1-c1ccccc1)N1CCC[C@@H]1C(c1ccccc1)c1ccccc1	-5.0%
Cc1cncc(C(=O)N2C[C@H]3OC(=O)N(CCc4cccc(Cl)c4)[C@H]3C2)c1	31.2%[activator]
COc1nc2ccccc2nc1N1CCC(C(=O)Nc2ccccc2F)CC1	7.1%
Cc1ccc(N2Cc3c(ncnc3N3CCC(O)CC3)CN(C)C2=O)cc1	-15.4%
Cc1c(O)ccc2c(=O)c(-c3nc4ccccc4s3)coc12	?
CCOC(=O)c1cn(CC)nc1S(=O)(=O)N1CCOCC1	?
Cc1nc(-c2cccc(N3CC(C(=O)NC4CCCCCCC4)CC3=O)c2)no1 (stereo not given)	30.5%[activator]
Cc1cc(C)c(NS(=O)(=O)c2c(C)cc(N3C(=O)CCS3(=O)=O)cc2C)c(Cl)c1	?
CN(C)C[C@@H]1CN(Cc2cccnc2)C[C@H]1NC(=O)c1cc2ccccc2[nH]1	9.5%
CN(C)c1ccc(CN2CCOC[C@H]2c2ncc(-c3ccc(F)cc3)[nH]2)cc1	24.4%[176 µM]
CCOc1ccccc1C1NC(=O)N(CC(=O)Nc2ccc(C)c(C)c2)C2=C1C(=O)OC2 (stereo not given)	-12.1%
Cc1cc(C)cc(NC(=O)Cn2c(=O)c3c(ncn3Cc3ccccc3)n(Cc3ccccc3)c2=O)c1	37.7%
O=S(=O)(c1cccc(Br)c1)N1CCSCC1	10.9%
CCN(CC(=O)NC(=O)NC1CCCCC1)CC(C)C#N (stereo not given)	-17.5%
COc1nc2ccccc2nc1N1CCC(C(=O)NCc2ccc(Cl)cc2)CC1	-10.9%
O=C1CC(c2noc(-c3ccc(C(F)(F)F)cc3)n2)CN1C1CCCCC1 (stereo not given)	9.8%
CC(=O)Nc1ccc(SCC(=O)N(Cc2nc3ccccc3c(=O)[nH]2)CC2CCCO2)cc1 (stereo not given)	24.4%
O=C(O)CSCc1cccc(Cl)c1	-14.6%
Cc1ccc(CN2CC[C@H](c3nnc(-c4ccccc4F)o3)C2)o1	-2.6%[176 µM]
CC(=O)N1Cc2ccccc2CC2(CCN(CC3CCCC3)CC2)C1	13.0%[6.33 µM]
O=C(NCC1Cn2cccc2CN1Cc1ccccc1)c1ccoc1 (stereo not given)	145.5%[activator]
O=C(Cn1nc(-c2ccco2)ccc1=O)NC1CCCc2c1[nH]c1ccccc21 (stereo not given)	?
CCCC(=O)N1CCC(N2C(=O)C(O)C23CCCCC3)CC1 (stereo not given)	54.9%[activator]
Cc1cc(N2CCN(C)C3(CCNC(=O)CC3)C2)nc(N2CCCCC2)n1 (stereo not given)	?
Cc1cn2c(=O)c3ccccc3nc2n2c(=O)c3ccccc3nc12	3.7%

# Three entries picked at random from those above, as already listed:
molecule	12-LOX inh
COc1cc(C2CC(=O)Nc3nc(N4CCCCC4)sc32)ccc1OCC(N)=O (stereo not given)	?
NC(=O)c1ccc(NC(=O)Cn2ccc3cc(Cl)ccc32)cc1	-15.8%
O=C(Cn1nc(-c2ccco2)ccc1=O)NC1CCCc2c1[nH]c1ccccc21 (stereo not given)	?

# Look-ups from the list.
# Entry of CC(=O)N1Cc2ccccc2CC2(CCN(CC3CCCC3)CC2)C1 in 12-LOX inh: 13.0%[6.33 µM]
# Entry of O=C(NCC1Cn2cccc2CN1Cc1ccccc1)c1ccoc1 (stereo not given) in 12-LOX inh: 145.5%[activator]
# Entry of O=S(=O)(c1cccc(Br)c1)N1CCSCC1 in 12-LOX inh: 10.9%
# Entry of O=C1CC(c2noc(-c3ccc(C(F)(F)F)cc3)n2)CN1C1CCCCC1 (stereo not given) in 12-LOX inh: 9.8%

# (further entries)
molecule	12-LOX inh
CCCCC(=O)NC1C2CC3CC(C2)CC1C3 (stereo not given)	8.1%
O=C(Cn1c(=O)oc2ccccc21)N1C[C@@H](CO)[C@H](c2ccccn2)C1	3.5%
Cc1ccc(NC(=O)CSc2ncnc3ccccc23)c(Cl)c1	12.0%
Cc1cc(C)nc(Nc2nc3ccccc3c(=O)[nH]2)n1	-19.9%
CC(C)c1nnc(C2CN(C(=O)Cc3ccsc3)CC23CCOCC3)o1 (stereo not given)	69.2%[activator]
CCOc1ccc(-n2nc(C(=O)NCCCN(CC)Cc3ccccc3)c3ccccc3c2=O)cc1	?
COc1cccc(C(=O)N(Cc2cc3cc4c(cc3nc2N(C)C)OCO4)CC2CCCO2)c1 (stereo not given)	7.4%
O=S(=O)(c1cccnc1)N1CC(c2noc(C3CCCN3CC3CC3)n2)C1 (stereo not given)	55.4%[activator]
COCc1ccc2c(c1)c(OC(C)(C)C(=O)Nc1cc(C)nn1C)nn2CCC(C)C	5.5%[176 µM]
Fc1ccccc1-c1cnc2n[nH]c(-c3ccc4c(c3)OCO4)c2n1	-0.8%[176 µM]
Cc1ccccc1CS(=O)CCC(=O)Nc1ccccc1 (stereo not given)	?
Nc1nccnc1C(=O)NCc1ccccn1	8.8%
Cc1ccc(N2CC(c3nc4ccc(C)cc4[nH]3)CC2=O)cc1 (stereo not given)	13.3%
CN(C)S(=O)(=O)N1CCOCCNC(=O)[C@@H]2CCC[C@@H]21	36.5%[activator]
Cc1ccc(C(=O)N2CCN(c3cc(-c4cccs4)[nH]n3)CC2)cc1C	11.4%
CCc1noc(C)c1C(=O)N1CCOc2ccc(CN3CCN(c4ccccn4)CC3)cc2C1	3.0%
O=C1CC(c2noc(COc3ccccc3)n2)CN1C1CCCCC1 (stereo not given)	12.5%
CCn1nccc1C(=O)N1c2ccccc2CC1c1nnc(C2CCOCC2)o1 (stereo not given)	14.9%
COc1ccc(OCc2ccc(-c3nc(C#N)c(NCCc4ccccc4)o3)o2)cc1	-30.0%
Cc1ccc(C(=O)NC(C2CC2)C2CC2)cc1	?
CC(=O)N1CC(CO)C2(CCN(C3CCOCC3)CC2)C1 (stereo not given)	61.9%
O=C(NC1CCCC1)N1CCC2(CC1)CC(N(C(=O)c1ccccc1)C1CC1)CCO2 (stereo not given)	40.4%[activator]
CC(C)C[C@H]1COc2cc(Br)ccc2S(=O)(=O)N1Cc1ccc(Cl)cc1	?
CN1CCN(C(=O)Cn2ccc3ccccc32)CC1	12.4%
Fc1ccccc1Nc1cnc2ccc(-n3ccnc3)nn12	?
C[C@]1(CO)C2CC[C@@H](O)[C@@H](CC(=O)NCc3ccccc3)[C@]2(C)CC[C@H]1OC(=O)Nc1ccccc1 (stereo not given in full)	-12.4%
Cc1nn(C(C)C)c(C)c1NC(=O)c1cc2sccc2n1C	0.1%
CCOC(=O)c1cnc(SCc2nc(-c3ccccc3C)oc2C)nc1N	9.8%
O=C1CCCCC(C(=O)NC2CCCC2)N1 (stereo not given)	8.8%
CC(C)[C@@H](C)/C=C/[C@@H](C)[C@H]1CC[C@@H]2[C@]1(C)CCC1[C@]23C=C[C@]2(C[C@@H](O)CC[C@]12C)N(c1ccc(F)cn1)O3 (stereo not given in full)	-80.7%
Cc1nc(C(C)NC2CCN(c3cccc(NC(=O)c4ccncc4)c3)CC2)cs1 (stereo not given)	5.1%
CCN(C(=O)COC(=O)c1cccc2c(=O)c(C)c(-c3ccccc3)oc12)c1ccccc1	17.7%
O=C(C[C@@H]1O[C@H](CNS(=O)(=O)c2ccc(Cl)cc2)[C@@H](O)C1O)N1CCN(c2ccccc2)CC1 (stereo not given in full)	?
COc1ccc2[nH]c3c(c2c1)CCNC31CCN(C(=O)c2ccc(C)s2)CC1	8.2%
NC1CCN(Cc2ccc(C(=O)NCc3ccc(S(N)(=O)=O)cc3)c(=O)[nH]2)C1 (stereo not given)	112.2%[activator]
O=Cc1coc([B-](F)(F)F)c1	-7.4%
CCC1CCc2sc(C(=O)NC3CCCC3)cc2C1 (stereo not given)	-2.8%
CCOCCOc1cccc(C(=O)N2CCC3(CCNCC3)CC2)c1	31.5%
CC(C)(C)C1CCc2c(sc(NC(=O)c3ccccc3Cl)c2C(=O)N2CCOCC2)C1 (stereo not given)	2.7%
CCC(=O)N1CCCN(Cc2ccncc2)C(c2ccccc2)CC(=O)NCC1 (stereo not given)	19.8%
CCCn1nc(C(=O)NC(c2ccc3c(c2)OCCO3)C(C)C)c2ccccc2c1=O (stereo not given)	-42.9%
O=C(Nc1cccc(F)c1)N1CCC2(CCNCC2)CC1	9.6%[57.4 µM]
COc1ccc(-n2c(=O)c(C#N)cc3c(=O)n4cccc(C)c4nc32)c(OC)c1	?
COc1cccc(-c2cc(-c3nc(-c4ccc5nc[nH]c5c4)no3)[nH]n2)c1	61.7%[activator]
O=C1/C(=C\c2cccs2)N2CCC1CC2	-41.8%
O=C(c1n[nH]c2ccccc12)N1CCC(Cc2noc(C3CCOCC3)n2)C1 (stereo not given)	?
N#Cc1ccc(C(=O)NC2CCCN(c3cc(-c4ccc(F)cc4)[nH]n3)C2)cc1 (stereo not given)	15.0%
CCc1nc2c(c(-c3ccc(OC)cc3)n1)CN(C(=O)c1ccc(OC)cc1)CC2	13.4%[6.33 µM]
COc1cc(NC(=O)c2nc3nc(C)cc(C(F)F)n3n2)cc(OC)c1OC	-4.7%
O=S(=O)(c1cccnc1)N1CC(F)(F)C[C@H]1c1nc(C2CC2)no1	33.8%
COCCn1ncc(N2CCCC(CC(=O)O)C2)cc1=O (stereo not given)	1.8%
CN1CCC(Cn2ccc3c(N4CCOCC4)nc(-c4cccc(N[S+](C)(=O)[O-])c4)cc32)CC1	-3.3%

# In the list so far, 2 contain a tert-butyl group.
molecule	12-LOX inh
CC(=O)N1CCC(N[C@@H]2CO[C@H](CNC(=O)CC(C)(C)C)[C@H]2O)CC1	21.5%[176 µM]
CC(C)(C)C1CCc2c(sc(NC(=O)c3ccccc3Cl)c2C(=O)N2CCOCC2)C1 (stereo not given)	2.7%

# Source: PubChem

# A portion of the library; count on the stated rates, not on these rows.
